RT RNaseH block – blocks HIV-1 RNase H cleavage of RNA/DNA duplex; P04585; RT-RNase H RNA/DNA duplex cleavage, fluorescence; inhibition, % at 10 µM; 1.9% of 65,000 active; in the data active = inhibition above about 50%
RmlCD inh mix – RmlC/RmlD inhibition, mixture screen | RmlC/RmlD coupled enzyme inhibition, 384-well mixture HTS | inhibition, % at 5.5 µM | 0.39% of 110,000 active; in the data active = inhibition above about 30%, passing the limit was not always enough; note: strong numbers were not always called active
* = called active by the depositor; x = no result given. Some of the compounds tested; count on the stated rates, not on these rows.

Below each SMILES – RT RNaseH block, RmlCD inh mix
1	CCCC(C)C1(CC)C(=O)NC(=Nc2ccc(F)cc2)NC1=O (centres undefined)
  11, -53
2	COC(=O)c1cn(NC(=O)c2ccc(OC)c(OC)c2)c(=O)c2ccccc12
  x, -7
3	CCC(=O)Nc1nc2c(OC)ccc(C)c2s1
  -10, 7
4	Cc1ccc2nc3c(cc2c1)CC1(C(=O)N(C)C(=O)N(C)C1=O)C1COCCN31 (centres undefined)
  -3, 2
5	Cc1ccc(C(c2sc3ncnn3c2O)N2CCC(C)CC2)cc1 (centres undefined)
  -5, 3
6	COc1ccc(Cn2cc3c(-c4ccc(F)cc4)nnc-3c3cc(OC)c(OC)cc32)cc1
  x, 1
7	CC1=C(C(=O)OC(C)C)C(c2cccs2)N2C(=O)CCSC2=N1 (centres undefined)
  -26, 1
8	CCOn1c(=O)c(=O)n(OCc2ccccc2)c2ccccc21
  -11, -37
9	COC(=O)c1ccc(CSc2nc(C)nc3sc(C)c(C)c23)o1
  28, -9
10	Cc1ccnc(Nc2nc(-c3c(C)nc4sccn34)cs2)c1
  -25, 8
11	COC(=O)C(Cc1c[nH]c2ccccc12)NC(C)=O (centres undefined)
  x, 9
12	Cc1cc(C(=O)CN2C(=O)NC3(CCCCC3)C2=O)c(C)n1Cc1ccc2c(c1)OCO2
  1, -4
13	COc1ccc(OCC(O)CN2C(=O)NC(C)(C)C2=O)cc1 (centres undefined)
  2, -12
14	CCCOc1cccc(C(=O)Nc2cccc(NC(=O)c3ccco3)c2)c1
  7, x
15	COc1ccc(CN2CCN(C(=O)Cc3ccccc3)CC2)c(OC)c1
  -34, x

Some of these compounds in order of SMILES length, low to high.
Below each SMILES – RT RNaseH block, RmlCD inh mix
3	CCC(=O)Nc1nc2c(OC)ccc(C)c2s1
  -10, 7
11	COC(=O)C(Cc1c[nH]c2ccccc12)NC(C)=O (centres undefined)
  x, 9
8	CCOn1c(=O)c(=O)n(OCc2ccccc2)c2ccccc21
  -11, -37
13	COc1ccc(OCC(O)CN2C(=O)NC(C)(C)C2=O)cc1 (centres undefined)
  2, -12
9	COC(=O)c1ccc(CSc2nc(C)nc3sc(C)c(C)c23)o1
  28, -9
15	COc1ccc(CN2CCN(C(=O)Cc3ccccc3)CC2)c(OC)c1
  -34, x
14	CCCOc1cccc(C(=O)Nc2cccc(NC(=O)c3ccco3)c2)c1
  7, x
2	COC(=O)c1cn(NC(=O)c2ccc(OC)c(OC)c2)c(=O)c2ccccc12
  x, -7
4	Cc1ccc2nc3c(cc2c1)CC1(C(=O)N(C)C(=O)N(C)C1=O)C1COCCN31 (centres undefined)
  -3, 2
6	COc1ccc(Cn2cc3c(-c4ccc(F)cc4)nnc-3c3cc(OC)c(OC)cc32)cc1
  x, 1
12	Cc1cc(C(=O)CN2C(=O)NC3(CCCCC3)C2=O)c(C)n1Cc1ccc2c(c1)OCO2
  1, -4

Following part
Below each SMILES – RT RNaseH block, RmlCD inh mix
16	O=C(CSc1nc2ccccc2s1)Nc1nccs1
  x, 14
17	Cc1ccc(OCC(=O)Nc2ccc(N3CCCC3)cc2)cc1C
  8, -6
18	CC(=O)c1ccc(-c2ccc([C@H]3[C@H]4C=CC[C@@H](C)[C@@H]4C(=O)N3Cc3ccccc3)c(F)c2)cc1
  x, -11
19	Cc1cc(C)n(C(=O)CNC(=O)c2ccco2)n1
  2, 2
20	O[C@H]1COC2C1OC[C@@H]2O (some centres undefined)
  x, 3
21	C[C@@H](C(=O)NCc1ccc(S(C)(=O)=O)cc1)[C@@H]1C[C@@]1(C)[C@@H](NC(=O)OCc1ccccc1)c1ccccc1
  x, -9
22	Cc1cc(C(=O)CSc2n[nH]c(-c3ccccc3F)n2)c(C)n1Cc1cccs1
  x, -15
23	CCCNC(=O)COC(=O)c1ccc(S(=O)(=O)N2CCCCCC2)cc1
  -17, -1
24	CC1CCC(C(C)C)C(OP(N)(=O)c2ccccc2)C1 (centres undefined)
  -2, 5
25	C=CCn1c(SCC(=O)Nc2c(C)cccc2C)nnc1-c1cnccn1
  -11, 6
26	OCCCn1c(C2CCCN2c2nc(-c3ccc(F)cc3)cs2)nc2cc(Cl)c(N3CCCCC3)cc21 (centres undefined)
  x, 9
27	Cc1cccc(N2CCN(S(=O)(=O)c3c(C)[nH]c(=O)[nH]c3=O)CC2)c1C
  x, -11
28	Cc1cccc(N(CC(=O)NC2CCCC2)C(=O)CS(=O)CC(=O)Nc2ccc3c(c2)OCO3)c1C (centres undefined)
  x, 1
29	COc1ccc(NC(=O)c2c(C)oc3c2CCCC3)cc1
  -2, -8
30	CC1Cc2ccccc2N1C(=O)CSc1nnc2c(n1)[nH]c1ccccc12 (centres undefined)
  -3, -7

In another format: results already given.
no. | SMILES | RT RNaseH block | RmlCD inh mix
30 | CC1Cc2ccccc2N1C(=O)CSc1nnc2c(n1)[nH]c1ccccc12 (centres undefined) | -3 | -7
22 | Cc1cc(C(=O)CSc2n[nH]c(-c3ccccc3F)n2)c(C)n1Cc1cccs1 | x | -15

More results:
Below each SMILES – RT RNaseH block, RmlCD inh mix
31	CCN(CCNC(=O)Cn1c(=O)sc2ccccc21)c1ccccc1
  -14, 7
32	CCN(CC)c1cc(C)c2ccccc2n1
  x, -18
33	CCO[C@H]1OC(C(=O)N2CCN(Cc3ccc4c(c3)OCO4)CC2)=C[C@@H](c2ccc3c(c2)OCO3)[C@@H]1CCCO
  x, 5
34	Cc1cc2c(C)cc(=O)oc2c2c1NCCC2
  -8, 163
35	N#CCCn1nnc2ccccc21
  0, 8
36	COc1cc2c(cc1NC(=O)CSc1nc3ccccc3[nH]1)oc1ccccc12
  x, 95
37	CCOC(=O)c1[nH]c2ccccc2c1NC(=O)CCN1CC(C)OC(C)C1 (centres undefined)
  x, -11
38	O=C(c1ccco1)N1CCN(S(=O)(=O)Cc2ccc(Cl)cc2)CC1
  -14, -9
39	Cn1c(Cl)cnc1C1CC(=O)c2cc(Cl)ccc2O1 (centres undefined)
  -16, 4
40	COc1cc2cc(CN(Cc3cccnc3)C(=O)NCc3ccccc3)c(=O)[nH]c2cc1OC
  -10, 19
41	C#CCONC(=O)c1cc(OCC(F)(F)F)ccc1OCC(F)(F)F
  x, -12
42	Cc1ccc(OCC(=O)Nc2sc3c(c2C#N)CCC3)cc1C
  x, -3
43	Cc1nonc1NC(=O)c1ccccc1Br
  -7, -7
44	COc1ccccc1-c1nc(C(F)(F)F)c(OC)o1
  -26, -11
45	C=CCOc1ccc2c(OC)c3ccoc3nc2c1OC
  x, 34
46	O=C(Nc1nccs1)c1ccc(NC(=O)c2ccco2)cc1
  -4, 25
47	O=c1c2ccccc2nc(-c2ccco2)n1-c1cccnc1
  -5, -3
48	Cc1ccc(C(=O)NC2(C(F)(F)F)N=C3SCCN3C2=O)cc1 (centres undefined)
  x, -6
49	CC(=O)NC1C(=O)N=C(SCc2ccccc2)NC1=O (centres undefined)
  0, -13
50	CCn1cc(C(=O)Nc2ccc(C(=O)N3CCCC3)cc2)c(=O)c2ccc(C)nc21
  5, x
51	CC(=O)/C(=N/Nc1ccccc1)N1CCOCC1
  x, -5
52	CC(C)Cn1c(Cc2ccccc2)n[nH]c1=S
  x, -9
53	CCOC(=O)C1CCCN(C(=O)Cc2ccc(C)cc2)C1 (centres undefined)
  x, 1
54	Cc1ccc(C)c(NC(=O)CSc2nc(N)c(NC(=O)c3cccs3)c(=O)[nH]2)c1
  x, -11
55	COc1ccc(CCNC(=O)C(=O)NCC2CCCO2)cc1OC (centres undefined)
  x, 10
56	O=C(NC1C2CC3CC(C2)CC1C3)C1CC1 (centres undefined)
  -5, 3
57	Cc1cc(OCc2nnc(SCC(=O)OC3CCCCC3)o2)ccc1Cl
  10, -14
58	Brc1cc(Br)c2ncnc(N3CCCCC3)c2c1
  -21, -1
59	O=C(COC(=O)CC1CC2CCC1C2)NC(=O)NCc1ccco1 (centres undefined)
  x, -18
60	Cc1ccc(N2C(=O)C(Cl)=C(Nc3c(C)n(C)n(-c4ccccc4)c3=O)C2=O)cc1
  11, -2
61	Brc1ccc([C@H]2CN3CCSC3=N2)cc1
  x, 15
62	O=c1cc(CN2CCN(c3ccccc3)CC2)c2c(ccc3ccccc32)o1
  4, 11
63	CCOc1ccc(NC(=O)C(C)O)c(NS(=O)(=O)c2ccc(CCNC(C)=O)cc2)c1 (centres undefined)
  -3, -15
64	COc1ccc(Cc2nnc(NC(=O)c3cccc([N+](=O)[O-])c3C)s2)cc1
  x, 12
65	CCN1CCN(CC(=O)Nc2ccccc2)C(=O)C1=O
  -4, -6
66	O=C(NC(=S)Nc1ccccc1O)c1ccc(-c2ccc(Cl)cc2)o1
  x, -65
67	Cc1noc(/C=C/N(C)C)c1S(=O)(=O)NC1CCCCC1
  -14, -11
68	O=C(c1cnn2c(C(F)(F)F)cc(-c3ccc4c(c3)OCO4)nc12)N1CCCC1
  -1, 3
69	Fc1cccc(C[n+]2csc3ccccc32)c1
  x, -8
70	Oc1ccccc1/C=N/c1c(-c2ccco2)nc2ccccn12
  -24, 39*
71	O=C(CSCc1c(Cl)cccc1Cl)Nc1nccs1
  x, -8
72	CCCCCCn1c(O)c(C=NCCCn2ccnc2)c(=O)[nH]c1=O
  5, 16
73	Cc1cc(C(=O)CSc2nnc(-c3ccccc3F)o2)c(C)n1Cc1cccs1
  -7, 0
74	CC(C)Cc1nnc(NC(=O)CSc2nc(=O)cc(N)n2-c2ccccc2)s1
  -8, -16
75	COc1ccc(N2CC(C(=O)NCCC3=CCCCC3)CC2=O)cc1 (centres undefined)
  -15, 12
76	CCN1CCN(C(=O)c2cc3cc4cc(OC)ccc4nc3s2)CC1
  7, x
77	Cc1cc(=O)n2nc(N3CCCC3C(=O)NCCCN3CCCCC3)sc2n1 (centres undefined)
  -14, 8
78	O=C(/C=C/c1ccccc1Cl)c1cccnc1
  x, -11
79	CCC(=O)N1CCC2(CC1)Oc1ccc(Cl)cc1C(=O)C21CC(c2cccnc2)=NO1 (centres undefined)
  x, -7
80	O=C(Cn1cnc2c(nnn2-c2ccccc2)c1=O)N1CCOCC1
  -5, -1
81	CCOc1ccc(Cn2nnc(C(=O)Nc3ccc(OC)cc3OC)c2N)cc1
  -19, -8
82	CCOC(=O)C1CCCc2c1[nH]c1c(C(N)=O)cccc21 (centres undefined)
  x, 9
83	Cc1ccc(-c2cc(C(F)F)n3ncc(C(=O)N4CCN(c5ccccn5)CC4)c3n2)cc1
  -10, -14
84	O=S(=O)(c1ccccc1)c1nc(-c2ccco2)oc1NCCCN1CCOCC1
  3, -13
85	COc1ccc(S(=O)(=O)NC(CC(=O)NCC2CCCO2)c2ccco2)cc1 (centres undefined)
  -1, 1
86	CN(c1ccc(C(=O)NC2CC3CCC2C3)cc1)S(C)(=O)=O (centres undefined)
  x, -10
87	CCN(CCO)c1ccc(-n2c(N)c(C(=O)OC)c3nc4ccccc4nc32)cc1
  4, 13
88	CCC(=O)Nc1nc2ccccc2n1Cc1ccccc1C
  -14, -9
89	Cc1ccc(C2CC(c3ccco3)n3ncnc3N2)cc1 (centres undefined)
  x, -66
90	O=C1NC2CCc3nc4ccccc4c(=O)n3C2=Nc2ccccc21 (centres undefined)
  x, 6

(more compounds)
Below each SMILES – RT RNaseH block, RmlCD inh mix
91	COC(=O)C1=C(CSCc2ccco2)NC(=O)NC1c1cc(C)ccc1C (centres undefined)
  -14, 11
92	COc1ccc(-c2cc(=O)c3cc(C)ccc3[nH]2)cc1
  x, 6
93	COc1ccccc1NC(=O)CSc1nnc(-c2ccoc2C)n1CC1CCCO1 (centres undefined)
  x, -6
94	Cc1cc(C)cc(C(=O)n2cnnc2N)c1
  -15, -12
95	O=C(NCCc1ccccc1)c1cc(S(=O)(=O)N2CCOCC2)ccc1F
  x, -13
96	COc1cccc(-c2nc(CS(=O)CC(=O)NC3CC3)c(C)o2)c1 (centres undefined)
  2, 6
97	CCOc1ccc(Nc2nc3ccccc3n3nnnc23)cc1
  x, 8
98	Cc1ncoc1C(=O)Nc1nccs1
  2, 6
99	CC(=O)Oc1ccc(-c2csnn2)cc1
  x, -15
100	O=C(Nc1ccccc1)C1=C[C@@H](C2CCCCC2)C[C@@H](OCCCCO)O1
  x, -3
101	CCOc1ccccc1CN1C(=O)c2ccccc2C1C(=O)NCC1CCCO1 (centres undefined)
  -11, -27
102	O=c1cc(N2CCN(Cc3ccccc3)CC2)[nH]c(=O)n1-c1ccc(Br)cc1
  x, -14
103	CSc1ccccc1NC(=O)CCn1c(=O)sc2ccccc21
  -18, 8
104	CCOc1cc(C)c(S(=O)(=O)Nc2ccc3cn[nH]c3c2)cc1C
  x, 10
105	Cc1ccc(S(=O)(=O)NCCCN2CCOCC2)cc1C
  -10, -2
106	CCOC(=O)c1nnn(CC(=O)Nc2cccc(Cl)c2C)c1C(=O)OCC
  -7, -13
107	CCOC(=O)c1[nH]c(C)c(C(=O)NCCCN2CCOCC2)c1C
  -14, 9
108	COc1cccc(C(=O)N/N=C2/SCC(=O)N2CCc2ccc(OC)c(OC)c2)c1
  x, 0
109	COc1ccc(CNC(=O)C2CCCN(S(=O)(=O)c3c(C)n[nH]c3C)C2)cc1 (centres undefined)
  x, -10
110	CC(=O)Nc1c(C)nn(-c2ccc(C)c(C)c2)c1C
  x, -110
111	C1=C(CCNc2ncnc3c2cnn3-c2ccccc2)CCCC1
  2, 0
112	COc1ccc(CCNC(=O)c2ccc(CN3CCOCC3)cc2)cc1
  -8, -5
113	Cc1ccc(NS(=O)(=O)c2ccc(C(=O)N3CCN(c4ccccn4)CC3)cc2)cc1
  x, -3
114	Clc1ccc(-n2nnnc2Sc2ncnc3sccc23)cc1
  -23, 4
115	Cc1ccc2nc(N3CCN(c4cccc(C)c4C)CC3)c3nnnn3c2c1
  x, -20
116	CC1(C)NC(C)(C)C(O)(C(N)=O)C1=O (centres undefined)
  3, 9
117	CCCNC(=O)NC(=O)CSc1nc2ccccc2n1CC(C)C
  -24, 7
118	CCCCn1c(Nc2ccccc2)nc2ccccc21
  x, 5
119	Cc1cc(=O)oc(C)c1C(=O)NC12CC3CC(CC(C3)C1)C2
  -11, x

High-throughput results from PubChem.
